bIAP inh: blocks bovine intestinal alkaline phosphatase activity. purified bovine IAP, CDP-star luminescence, 30 min. inhibition, % at 20 µM. 190,000 tested, under 10 active. AID 1019;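 active means over 50% inhibition of intestinal alkaline phosphatase at 20 µM in the single-dose screen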
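Assay system: bovine IAP enzyme; medium: DEA buffer 100 mM, pH 9.8, with MgCl2 1.0 mM, ZnCl2 0.02 mM; doses: 20 µM single dose; incubation: enzyme reaction for 30 min at room temperature; detection: CDP-star luminescence signal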
PPARg SRC-2 ag: PPARgamma-driven SRC-2 recruitment agonism; AID 1032; P37231; 200,000 compounds, 0.34% hits; PPARgamma LBD-SRC-2 recruitment, biochemical; activation, % at 8 µM; in the data active means activation above about 22%;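 further: 0% = vehicle and 100% = reference agonist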
Target sequence (P37231 whole entry, looked up, the tested form may be a part): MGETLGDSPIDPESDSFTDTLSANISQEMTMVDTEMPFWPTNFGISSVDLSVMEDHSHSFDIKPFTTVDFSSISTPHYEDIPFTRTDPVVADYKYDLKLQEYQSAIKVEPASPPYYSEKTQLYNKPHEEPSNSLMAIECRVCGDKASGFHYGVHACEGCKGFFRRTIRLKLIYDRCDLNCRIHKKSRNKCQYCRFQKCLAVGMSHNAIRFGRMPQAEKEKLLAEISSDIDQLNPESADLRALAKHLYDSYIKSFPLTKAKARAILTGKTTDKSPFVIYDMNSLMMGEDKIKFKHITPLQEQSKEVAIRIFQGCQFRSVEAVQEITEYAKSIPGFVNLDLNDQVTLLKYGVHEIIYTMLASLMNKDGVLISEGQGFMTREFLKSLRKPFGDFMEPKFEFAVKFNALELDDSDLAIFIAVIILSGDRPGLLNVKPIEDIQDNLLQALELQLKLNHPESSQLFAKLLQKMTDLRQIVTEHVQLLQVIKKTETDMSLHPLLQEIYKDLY
HMGR II inh: blocks class II HMG-CoA reductase of Enterococcus faecalis. purified E. faecalis HMGR, NADPH absorbance 340 nm kinetic. AID 1066. inhibition, % at 10 µM. 190,000 compounds, 0.41% hits;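 active means inhibition above a set limit, the median over all tested compounds plus 3 SD, cut at about 9.5% in these data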;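 further: enzyme runs in reverse so mevalonate oxidation gives rising NADPH absorbance; 0% = complete reaction with DMSO and 100% = background rate lacking mevalonate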
ROMK primary: modulates human ROMK potassium channel activity; P48048; Tet-inducible ROMK, thallium flux fluorescence; actives lie on both sides; B-score at 10 µM; 130,000 compounds, 2% hits; AID 1918;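 active means signal ratio slope over the read window, or its plate-corrected B-score, at least 3 SD from the plate mean, either direction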;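 further: B-score of the F/F0 ratio slope over 7 to 12 s after thallium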
Target sequence (P48048 whole entry, looked up): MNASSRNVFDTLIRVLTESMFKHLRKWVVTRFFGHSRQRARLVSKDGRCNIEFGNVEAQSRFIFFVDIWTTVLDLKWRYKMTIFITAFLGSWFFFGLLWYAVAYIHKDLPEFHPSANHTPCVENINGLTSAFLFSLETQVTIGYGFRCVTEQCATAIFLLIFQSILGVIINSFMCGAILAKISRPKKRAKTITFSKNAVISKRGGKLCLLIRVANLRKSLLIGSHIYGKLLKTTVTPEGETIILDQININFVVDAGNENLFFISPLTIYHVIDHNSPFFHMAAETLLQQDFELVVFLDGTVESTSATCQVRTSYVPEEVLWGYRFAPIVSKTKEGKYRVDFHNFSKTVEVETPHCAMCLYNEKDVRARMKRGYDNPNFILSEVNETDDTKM
PPARg SRC-1 ag: agonists of human PPARgamma SRC-1 coactivator recruitment. P37231. PPARgamma-SRC-1 coactivator recruitment biochemical assay. activation, % at 8 µM. 200,000 compounds, 0.41% hits; in the data active means activation above about 19%;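 further: 0% = DMSO and 100% = reference agonist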
Lmaj promast: Leishmania major promastigote growth inhibition | inhibition, % at 10 µM | 200,000 compounds, 9% hits | Leishmania major promastigotes, resazurin fluorescence viability; in the data active means inhibition above about 50%;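 further: promastigotes grown with compound for 44 hours at 28 °C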
PPARg SRC-3 ag: promotes SRC-3 coactivator recruitment by human PPARgamma. P37231. biochemical PPARgamma/SRC-3 coactivator recruitment assay. activation, % at 8 µM. 200,000 compounds, 0.26% hits. AID 731; in the data active means activation above about 23%;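 further: 0% = DMSO and 100% = reference agonist; some compounds past the cut are filed as inactive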
RAM inhibit: yeast RAM network inhibition. S. cerevisiae dse1pr::URA3 reporter, 5-FOA growth OD615, 2 d; analog-sensitive cbk1-as2 kinase mutant strain. inhibition, % at 50 µM. 190,000 compounds, 1.8% hits. AID 868;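 active means inhibition above a set limit, 3 SD over mean compound inhibition, cut at about 8.4% in these data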;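 further: 0% = DMSO-only wells with no growth and 100% = 10 µM 1-NA-PP1 full growth; inhibition rescues growth on 5-FOA so higher OD means more RAM inhibition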
TR-FRET SRC-2 ct: counter-screen for PPARgamma SRC-2 recruitment agonists: TR-FRET artefact; hits give high values; TR-FRET ratio at 8 µM; 200,000 compounds, 0.4% hits; in the data active means TR-FRET ratio above about 2000; further: inactives centre near 1500; reference of the scale not given here
Redox H2O2 prof: compounds producing H2O2 with reducing agent – biochemical, NIH compound library profiling, artefact control for MLSCN library redox annotation, primary screen. 200,000 compounds, 0.03% hits. activation, % at 10 µM. DTT-dependent redox cycling H2O2, phenol red/HRP absorbance; 100% = 100 µM peroxide control, 0% = buffer;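 active means activation of at least 50% relative to the plate's high and low controls in the primary single-dose screen; inactive means activation below 50%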;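 further: compound incubated with DTT at 0.8 mM final as the reducing agent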
S1P3 antag: S1P3 (human) receptor antagonism; CHO S1P3 NFAT-BLA reporter, FRET fluorescence, antagonist mode; 170,000 compounds, 0.27% hits; Q99500; inhibition, % at 4.98 µM;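 active means inhibition above the plate cutoff, the mean inhibition of test wells on that plate plus 3 SD, cut at about 28% in these data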;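 further: cells challenged with S1P at its EC80 of 0.8 µM; blue over green emission ratio from cleaved BLA substrate after 4 h stimulation; 0% = S1P-stimulated wells and 100% = unstimulated DMSO-only wells; some compounds past the cut are filed as inactive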
Active calls of the source: *; . = no result given.

SMILES	bIAP inh	PPARg SRC-2 ag	HMGR II inh	ROMK primary	PPARg SRC-1 ag	Lmaj promast	PPARg SRC-3 ag	RAM inhibit	TR-FRET SRC-2 ct	Redox H2O2 prof	S1P3 antag
O=C(OC1CCOC1=O)c1cccc(S(=O)(=O)Nc2cccc(Cl)c2)c1 (stereo not drawn)	10	-4	-5	0.065	-4	42	-6	1.2	1425	0.3	0
CSc1ccccc1C(=O)NCCc1ccc(S(=O)(=O)N2CCCCC2)cc1	-3	6	-1	-0.12	2	7	-6	-0.1	1422	0.1	.
N#Cc1cnn(Cc2ccccc2)c1N	3	8	-1	.	-1	-6	4	2.2	1483	0.0	9
CCN1CCN(Cc2cc(=O)oc3cc(C)cc(C)c23)CC1	0	4	-2	-0.59	-2	2	5	-0.3	1522	-0.5	-22
CCOC(=O)c1nn(-c2ccc(F)cc2)c(=O)c2c(N)scc12	-20	-1	-3	0.89	3	11	1	-0.1	1491	0.3	-13
COc1ccc2nc(SCC(=O)NN)cc(C)c2c1	6	4	-7	.	4	-7	13	1.1	1733	2.7	.
O=C(Cn1cnc2cc([N+](=O)[O-])ccc2c1=O)Nc1cccc(S(=O)(=O)N2CCOCC2)c1	-34	2	-5	.	1	32	4	2.8	1621	-0.2	-10
CCOC(=O)c1cnc2c(-c3ccccc3)c(C)nn2c1N	6	-2	-2	1.3	-2	-4	-4	0.8	1666	0.0	.
COCCNC(=O)c1c(N)sc2c1CCCC2	-20	6	-6	.	2	-3	13	0.9	1420	4.9	10
COc1ccc(Cn2nnnc2CN(CCCN2CCOCC2)Cc2cc3cc(OC)ccc3[nH]c2=O)cc1	-13	1	1	-0.08	6	-7	7	1.1	1481	-0.3	-2
CCOCCCNCc1cc(Cl)cc(Cl)c1OCC	-17	3	-4	-0.24	12	32	10	0.6	1731	-1.2	10
OCC1(Cc2cccc(C(F)(F)F)c2)CCN(Cc2cc3ccccc3o2)CC1	7	12	-5	0.047	2	84*	9	-0.9	1676	0.3	-4
COc1ccc(S(=O)(=O)Cc2ccccc2)cc1N	6	5	3	0.72	-4	-10	-2	0.1	1740	-0.1	-15
CCC(=O)N1CCc2cc(S(=O)(=O)CCC(=O)Nc3ccc(C)cn3)ccc21	6	2	-5	-0.47	0	-4	0	0.1	1478	-3.4	-13
CC1CCN(CCCNC(=O)CCCNC(=O)Cn2cnc3sc4c(c3c2=O)CCCC4)CC1	-4	2	1	1	4	-4	6	1.5	1722	-0.2	.

Part of the list above, showing only TR-FRET SRC-2 ct.
Compound | TR-FRET SRC-2 ct
O=C(Cn1cnc2cc([N+](=O)[O-])ccc2c1=O)Nc1cccc(S(=O)(=O)N2CCOCC2)c1 | 1621
CC1CCN(CCCNC(=O)CCCNC(=O)Cn2cnc3sc4c(c3c2=O)CCCC4)CC1 | 1722
COc1ccc2nc(SCC(=O)NN)cc(C)c2c1 | 1733
CCOC(=O)c1cnc2c(-c3ccccc3)c(C)nn2c1N | 1666

Among those listed so far, two have an aryl thioether with sulfur outside any ring:
SMILES	bIAP inh	PPARg SRC-2 ag	HMGR II inh	ROMK primary	PPARg SRC-1 ag	Lmaj promast	PPARg SRC-3 ag	RAM inhibit	TR-FRET SRC-2 ct	Redox H2O2 prof	S1P3 antag
CSc1ccccc1C(=O)NCCc1ccc(S(=O)(=O)N2CCCCC2)cc1	-3	6	-1	-0.12	2	7	-6	-0.1	1422	0.1	.
COc1ccc2nc(SCC(=O)NN)cc(C)c2c1	6	4	-7	.	4	-7	13	1.1	1733	2.7	.

Other records:
SMILES	bIAP inh	PPARg SRC-2 ag	HMGR II inh	ROMK primary	PPARg SRC-1 ag	Lmaj promast	PPARg SRC-3 ag	RAM inhibit	TR-FRET SRC-2 ct	Redox H2O2 prof	S1P3 antag
Cc1cccc(OCC2=N/C(=C\N(C)C)C(=O)O2)c1	2	6	-3	.	-2	-8	-3	2.8	1621	1.1	-7
CCOC(=O)CSc1nsc(SCC(=O)OCC)c1C#N	12	3	-1	.	4	-6	-5	-0.2	1622	3.0	.
CCOC(=O)NC1(Nc2ccc(C)cc2)Oc2ccccc2O1	14	1	2	.	12	-2	1	-1.1	1453	0.4	-12
COc1ccc(-n2c(C)cc(C(=O)Cn3c(NCCO)nc4ccccc43)c2C)cc1	-19	2	-4	.	5	32	-1	0.2	1747	0.6	-8
COCCn1c(=O)[nH]c2cc(C(=O)NCCCN3CCN(c4ccc(F)cc4)CC3)ccc2c1=O	4	1	1	.	1	-4	-2	0.7	1479	1.8	.
Cc1cc(SCC(=O)Nc2c(C)n(C)n(-c3ccccc3)c2=O)n2c(nc3ccccc32)c1C#N	.	14	.	.	3	87*	11	.	1648	2.3	-9
O=C1NC(=O)/C(=C\c2ccccc2Oc2ccc(F)c(F)c2)S1	19	-8	-1	.	-2	0	2	5.3	1394	3.7	.
Cc1ccnc(NC(=S)NC(=O)/C=C/c2ccc(Cl)cc2)c1	3	1	1	0.17	0	-7	0	3.0	1621	0.6	-2
CCN(CC)S(=O)(=O)c1cccc(NC(=O)C2SC(=Nc3ccc(C)cc3C)C(C(=O)NC(C)COC)=C2N)c1 (stereo not drawn)	-14	16	-3	0.96	10	-7	5	4.3	1666	-0.1	.
Cc1ccc(S(=O)(=O)N(C)C)cc1NC(=S)NC(C)CCCC(C)C (stereo not drawn)	-44	0	-4	-0.14	0	20	-3	3.0	1416	-0.2	-7
Cc1cc(Cl)ccc1OCC(=O)OC(C)C(=O)NC(N)=O (stereo not drawn)	0	6	1	-0.02	6	-8	2	0.1	1443	1.8	-3
CCOc1ccc(-n2c(SCC(=O)Nc3nccs3)nc3c(c2=O)SCC3)cc1	0	2	-8	.	-4	-6	6	2.2	1419	-0.1	-9
CCOCCCNC(=O)C(C)NS(=O)(=O)c1ccc(C)cc1 (stereo not drawn)	5	5	-1	.	-3	-16	-2	-0.3	1467	2.3	17
CS(=O)(=O)N(CC(=O)N1CCCCCC1)c1cccc(Br)c1	-3	12	-5	.	4	-4	-4	0.5	1512	-2.4	.
Cc1cccn2c(=O)c(/C=C(\C#N)C(=O)NC3CCS(=O)(=O)C3)c(N3CCC(C)CC3)nc12 (stereo not drawn)	1	2	-2	-1.6	9	3	1	0.4	1688	-0.4	-17

The closing 3 entries of the section above lead into the next:
SMILES	bIAP inh	PPARg SRC-2 ag	HMGR II inh	ROMK primary	PPARg SRC-1 ag	Lmaj promast	PPARg SRC-3 ag	RAM inhibit	TR-FRET SRC-2 ct	Redox H2O2 prof	S1P3 antag
CCOCCCNC(=O)C(C)NS(=O)(=O)c1ccc(C)cc1 (stereo not drawn)	5	5	-1	.	-3	-16	-2	-0.3	1467	2.3	17
CS(=O)(=O)N(CC(=O)N1CCCCCC1)c1cccc(Br)c1	-3	12	-5	.	4	-4	-4	0.5	1512	-2.4	.
Cc1cccn2c(=O)c(/C=C(\C#N)C(=O)NC3CCS(=O)(=O)C3)c(N3CCC(C)CC3)nc12 (stereo not drawn)	1	2	-2	-1.6	9	3	1	0.4	1688	-0.4	-17
CC1Cc2ccccc2N1C(=O)c1ccc(N2CCCCC2)c([N+](=O)[O-])c1 (stereo not drawn)	9	6	-10	.	0	4	2	3.8	1526	1.5	6
CC(=O)c1c(COC(=O)c2cccnc2)nc2ccccc2[n+]1[O-]	7	5	-3	1.1	4	-1	11	2.7	1731	0.3	-15
CC(=O)c1cc(F)c(N2CCCC2)cc1C	15	-1	0	-0.87	4	-4	-19	-0.3	1538	-0.1	10
C=CCSC1=C(C#N)C2(CCCCC2)C(C#N)C(=O)N1 (stereo not drawn)	3	4	1	.	3	-2	7	1.1	1470	0.4	3
COc1ccc(C(=O)N/N=C2\CCc3ccccc32)cc1OC	8	7	1	-0.03	8	-10	3	1.0	1635	-0.3	0
COc1ccc(-c2cn3ccsc3n2)cc1	11	5	0	-0.048	5	1	6	1.7	1733	-1.1	.
CSc1ccc(-c2cc(=O)c3ccccc3o2)cc1	29	14	3	-1.2	1	5	2	-0.9	1844	-0.9	2
COc1ccc(NC(=O)CN2CCC(C(N)=O)(N3CCCCC3)CC2)cc1	-10	1	-4	0.5	-3	-8	-3	1.4	1470	0.8	.
O=C(CCC(=O)N(Cc1ccco1)C(C(=O)NC1CCCC1)c1ccncc1)Nc1cccnc1 (stereo not drawn)	0	2	-2	.	5	-9	5	-0.1	1492	1.9	-28
O=C(O)C1C2CCC(C2)C1C(=O)NCc1ccco1 (stereo not drawn)	-18	-4	-2	.	0	-7	4	0.6	1747	1.8	4
CC(=O)c1cc(-c2ccc(F)cc2)n(CCC(=O)Nc2cccnc2)c1C	-18	6	3	-0.74	8	0	2	-0.4	1669	-0.7	-5
CCc1nnc(NC(=O)CCC(=O)O)s1	5	0	-11	.	5	-2	2	5.7	1638	-1.3	-16
CCc1nnc(NC(=O)CSc2nnc(Cc3ccccc3)o2)s1	8	-3	-5	-0.15	3	-7	4	2.6	1471	0.3	34
CCn1nccc1C(=O)Nc1ccc(Cl)cn1	-10	10	-5	-0.19	9	-7	4	0.5	1780	1.2	.
CNc1c([N+](=O)[O-])cnn1-c1ccccn1	2	-10	-9	1.2	1	-4	-2	-0.7	1600	0.0	3
O=C1OCC(CO)(CO)N=C1NNc1cc(Cl)ccc1Cl	5	7	3	0.25	3	97*	-1	-0.6	1477	-1.3	.
O=C(Cn1cnc2c(nnn2Cc2ccccc2)c1=O)NCc1ccco1	12	2	-10	.	-6	-11	-3	0.0	1392	-1.3	-12
Cc1cccc(Nc2nc(NC(C)C)nc(Oc3ccc(=O)n(C)n3)n2)c1	-5	2	-5	0.034	0	4	2	-0.7	1548	1.8	-23
CS(=O)(=O)Nc1nnc(Cc2ccccc2)s1	-10	-1	-1	.	12	-6	7	0.1	1564	1.9	-6
